SW480 rerep: inducers of DNA re-replication in SW480 colon cancer cells; SW480 DNA re-replication, Hoechst DNA content imaging, 48 h; Potency, µM (titrated, usually from 46.1 µM), inactives show top-dose re-replication activation, most hits filed as activators; AID 624297; 1.8% of 340,000 active; note: potency is the fitted concentration of half-maximal effect; % of control where 0% means no effect; nearly all actives have a fitted effect of over 55% in size
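Readout is total intensity of Hoechst-stained nuclei, excited at 405 nm and collected at 500-530 nm. Compound treatment lasted 48 hr at 37 C in 5% CO2 before staining.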
HT1080NT lethal: kills 2HG-producing HT-1080-NT fibrosarcoma cells; HT-1080-NT fibrosarcoma viability, CellTiter-Glo ATP luminescence, 48 h; Potency, µM (titrated, usually from 46.1 µM), without a hit: top-dose activity, negative = less viability, hits mostly cytotoxic; 1.6% of 360,000 active;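 note: NT is the 2HG producing partner of a matched IDH1 knockdown line; potency is the fitted concentration of half-maximal effect; 0% = DMSO-treated cells and -100% = media-only wells without cells; nearly all actives have a fitted effect of over 55% in size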
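Viability by CellTiter-Glo luminescence after 48 h compound exposure at 37C of HT-1080-NT cells (750/well, RPMI, 5% FBS). % activity scaled between DMSO wells and medium-only wells, then curve-fitted and categorized by curve class.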
ATXN2 expr inh: reduces ATXN2 reporter expression in HEK-293 cells. Potency, µM (doses to about 57 µM), without a hit: at the top dose activity change, negative = inhibition, most hits filed as inhibitors. 0.72% of 360,000 active. HEK-293 ATXN2-luciferase reporter, luminescence, 24 h; note: potency is the fitted concentration of half-maximal effect; % is set by controls: 0 for no effect and ±100 for the full control effect; nearly all actives have a fitted effect of over 55% in size
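ATXN2-luciferase reporter cells (luciferase flanked by upstream and downstream ATXN2 gene portions) were treated 24 h at 37 °C with compounds at up to 57 uM. SteadyGlo luminescence gave expression; GF-AFC fluorescence gave viability.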
S2 tox: cell viability loss in ATXN counter-screen; AID 651635; S2 cells (HEK-293 line with an ATXN2-luciferase reporter) viability, CellTiter-Fluor protease fluorescence, 24 h; Potency, µM (titrated, usually from 56.7 µM), actives largely listed as cytotoxic; 0.49% of 400,000 active; note: potency is the fitted concentration of half-maximal effect; nearly all actives have a fitted effect of over 40% in size
MCF10A rerep: induces DNA re-replication in MCF 10a normal breast cells | MCF 10A DNA re-replication, Hoechst nuclear intensity, 48 h | Potency, µM (titrated, usually from 46.1 µM), without a hit: at the top dose activity, positive = re-replication, hits mostly activators | 2.9% of 350,000 active; note: potency is the fitted concentration of half-maximal effect; % of control where 0% means no effect; nearly all actives have a fitted effect of over 50% in size
HepG2 viability: HepG2 cytotoxicity, counter-screen for TGF-b inhibitors. HepG2 CAGA-GFP viability, ATP luminescence, 18 h. Potency, µM (series often up to 46.1 µM), without a hit: at the highest dose activity change, negative = cytotoxicity, actives largely listed as cytotoxic. 0.76% of 410,000 active. AID 588856; note: potency is the fitted concentration of half-maximal effect; some results filed as inactive show a strong effect at the top dose
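HepG2 CAGA-GFP cells (1000/well, DMEM with 1% FBS) received compound, then TGF-beta at 500 pg/mL final, and were incubated 18 hours at 37 degrees C. Viability was read by CellTiter-Glo luminescence. Media-only wells were set as complete cell-killing and DMSO as no toxicity.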
IL1B secr inh: inflammasome signaling inhibition, IL-1 beta readout. THP-1 LPS/ATP IL-1B secretion, AlphaLISA, 16 h; active compounds read low. activity change, % at 57.5 µM. 4.7% of 360,000 active. AID 743279; in the data active = activity change below about -50%; inconclusive = mostly about -30% to -49%; note: % is set by controls: 0 for no effect and ±100 for the full control effect
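THP-1 cells pretreated 1 hr with compounds (up to 57.5 uM final), then stimulated with LPS (250 ng/mL final) plus ATP (1.25 mM final); secreted IL-1B measured by AlphaLISA after 16 hr, decreased signal indicating inhibition.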
HT1080 IDH1KD tx: toxicity to HT-1080 IDH1 knockdown cells (counter line). 2% of 360,000 active. Potency, µM (titrated, usually from 46.1 µM), for the others: at the top dose activity, negative = toxicity, usual class: cytotoxic. HT-1080 IDH1 knockdown viability, ATP luminescence, 48 h;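 note: potency is the fitted concentration of half-maximal effect; 0% = DMSO wells and -100% = cell-free medium wells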
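In this qHTS, HT-1080 cells depleted of IDH1 are exposed for 48 h at 37 °C to compound titrations. Toxicity is scored from CellTiter-Glo luminescence, with DMSO as full viability and medium alone as none.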
KB-3-1 cytotox: kills parental KB-3-1 adenocarcinoma cells | Potency, µM (highest dose often 46.1 µM), for inactives: at the highest dose activity change, negative = cytotoxic, actives largely listed as cytotoxic | KB-3-1 viability, CellTiter-Glo ATP luminescence, 72 h | 1.4% of 400,000 active; note: potency is the fitted concentration of half-maximal effect; % is set by controls: 0 for no effect and ±100 for the full control effect; nearly all actives have a fitted effect of over 60% in size
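Viability of parental KB-3-1 cells, measured by CellTiter-Glo luminescence, followed a 72 h incubation at 37 °C with pinned compounds in phenol-red-free DMEM containing 10% FBS.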
The depositor's hits bear a star; i = inactive; ? = inconclusive; . = not tested or not shown; & = joins results of further samples; [ ] = remark or other dose. Unless noted, calls come from the whole dose curve; as a rule, active = well fitted curve in the direction sought with a large enough effect; inconclusive = small, poorly fitted or top-dose-only effect, or another doubt; inactive = no such curve, though single readings can be large; an effect the other way counts as inactive or inconclusive.

Structure	SW480 rerep	HT1080NT lethal	ATXN2 expr inh	S2 tox	MCF10A rerep	HepG2 viability	IL1B secr inh	HT1080 IDH1KD tx	KB-3-1 cytotox
O=C(NCCCN1CCCC1=O)c1ccc(OCc2ccccc2)cc1	1.3%	-0.2%	5.8%	i	5.5%	-21.8%	-7.4	5.2%	-11.7%
O=C(Cc1csc(-c2ccc(F)cc2)n1)Nc1cccc(S(=O)(=O)NC2=NCCC2)c1	17.2%	-2.8%	-21.8%	i	-3.5%	3.7%	6.4	-6.1%	-10.4%
Cc1nn(Cc2ccccc2)c(C)c1NC(=O)c1noc2c1CCc1ccccc1-2	8.2%	0.7%	?	?	1.2%	-31.5%	-2.4	-16.1%	?
O=C(CC(=O)c1ccccc1)Nc1cccnc1	-2.0%	13.8%	19.4%	i	-1.8%	1.8%	9.9	26.7%	9.8%
CCOC(=O)c1cc(-c2ccccc2C)nn1CC1CC(c2ccc(OC)cc2)=NO1 (stereo unspecified)	-19.1%[9.22 µM]	0.7%	-4.8%	i	1.8%	-15.1%	4.1	-16.4%	-1.7%
c1ccc(-c2nnc3n2N=C(c2ccc4c(c2)OCO4)CS3)nc1	-3.7%	12.2%	-6.3%	?	2.7%	13.9%	-20.8	3.9%	21.8%
CN1/C(=C\C(=O)CSc2ncn[nH]2)C(C)(C)c2ccccc21	-6.7%	9.9%	13.9%	i	-2.9%	4.8%	15.1	-6.0%	-12.2%
COc1ccc(N2CCN(CCN3C(=O)c4ccccc4C3=O)CC2)cc1	-0.4%	7.5%	-3.1%	.	-5.5%	8.1%	4.8	11.9%	4.0%
Cc1ccc(N2C(=O)N(CC(=O)Nc3ccccc3C)C(=O)C2C)cc1 (stereo unspecified)	1.7%	-3.4%	8.0%	i	-0.1%	-55.3%	-13.0	-5.6%	.
Cn1cc(CNCc2cn[nH]c2-c2ccc(F)cc2)c(-c2ccc3c(c2)OCCO3)n1	-5.5%	3.7%	-12.9%	i	-7.1%	-2.8%	-8.3	-0.3%	25.4%
COc1ccc(C(=O)CC(=O)C(=O)Nc2cc([N+](=O)[O-])ccc2OC)cc1	-3.8%	1.0%	.	i	-1.8%	3.8%	-0.6	8.7%	10.8%
Oc1ccc(-c2nccc(-c3ccc(Cl)cc3Cl)n2)cc1	-8.5%	-14.7%	0.8%	i	?	-22.1%	?	-5.2%	-0.6%
Cc1cc(C)c(NC(=O)CN2C(=O)NC(Cc3ccccc3)C2=O)c(C)c1 (stereo unspecified)	-3.7%	12.6%	-9.5%	i	-5.7%	-10.4%	4.9	14.2%	5.2%
CCOC(=O)CC(NC(=O)CCc1c(C)nc2ncnn2c1C)c1ccc(OC(C)C)cc1 (stereo unspecified)	1.1%	11.6%	5.7%&5.4%	i	1.1%	1.9%&-2.5%	17.2	17.7%	?
CCOc1ccc(S(=O)(=O)c2cn(Cc3ccccc3)c3ccc(OCC)cc3c2=O)cc1	.	.	4.4%	i	.	-22.0%	.	.	-8.2%
c1coc(CNc2ncnc3sc4c(c23)CCCCC4)c1	0.9%	-6.9%	-12.5%	i	3.7%	-10.0%	-2.8	-24.0%	-6.6%
CC(C)OC(=O)CSc1nc2ccccc2s1	-4.5%[9.22 µM]	9.8%	22.8%	i	25.4%	-14.7%	6.3	12.5%	23.6%
Cc1cccc(NC(=O)C2CCCN(C(=O)NCc3ccccc3)C2)c1C (stereo unspecified)	9.7%	6.2%	12.5%	i	0.4%	-6.5%	1.1	2.4%	-9.5%
O=C(COC(=O)c1c[nH]c2ccccc12)Nc1ccc(F)cc1	?	-4.3%[9.24 µM]	-11.9%	i	-0.5%	-3.8%	-10.1	-1.2%	-4.7%
O=C(O)c1ccc(N/N=C/c2cc3ccccc3nc2Cl)cc1	?	0.2%	.	i	8.2µM*	-12.2%	17.9	-10.2%	4.3%
Cc1onc(-c2ccccc2)c1C(=O)OCC(=O)Nc1cc(S(=O)(=O)N2CCOCC2)ccc1Cl	2.2%	?	-5.5%	i	-8.2%	-18.0%	-21.3	-19.7%	-5.9%
Cc1ccc(NC(=O)CSc2cccc3cccnc23)c(C)c1	?	-8.5%	.	.	1.8%	-89.6%	26.0	-3.3%	-2.8%
CCN(CC(=O)Nc1ccc2c(c1)OCCO2)S(=O)(=O)c1ccccc1	-1.6%	1.8%	18.2%	i	-35.5%[inhibitor]	6.7%	i	5.7%	3.5%
O=C(CNS(=O)(=O)c1ccc(F)cc1)Nc1ccccc1	2.7%	2.2%	-1.2%	i	4.3%	-4.9%	18.7	7.4%	9.6%
COc1ccc(C(=O)Nc2cccc(/C=C/c3nc4ccccc4c(=O)[nH]3)c2)cc1	?	?	.	.	6.51µM*	-76.2%	-27.4	?	?
Cc1ccc(NC(=O)COC(=O)c2ccc(CN3CCCC3=O)cc2)cc1C	-4.5%	0.2%	5.4%	?	12.5%	1.8%	12.7	1.0%	3.6%
CCCCCCn1c(=O)n2n(c1=O)C[C@]1(OC(=O)Nc3cccs3)CN(S(=O)(=O)c3ccc(C)cc3)C[C@]1(O)C2	.	-18.3%	-9.2%	?	.	-99.8%	-51.4*	-19.7%	?
O=C(c1cccc(S(=O)(=O)N2CCCCC2)c1)N1CCN(Cc2ccccc2)CC1	-1.0%	9.6%	-8.8%	i	1.0%	-2.8%	6.8	2.8%	-6.4%
CCOc1ccc(NC(=O)Cn2c(=O)n(Cc3ccc(C(=O)NCc4ccc(C)cc4)cc3)c(=O)c3ccccc32)cc1	.	.	8.5%	i	.	7.3%	.	.	5.5%
Cc1cccc(NC(=O)CN(c2ccc(C(C)C)cc2)S(=O)(=O)c2c(C)nn(C)c2C)n1	-3.6%	-11.7%	-8.5%	i	9.5%	-16.4%	-6.4	-8.4%	-19.9%

Record cards, as listed above.
CCN(CC(=O)Nc1ccc2c(c1)OCCO2)S(=O)(=O)c1ccccc1 across the screens: SW480 rerep: -1.6%; HT1080NT lethal: 1.8%; ATXN2 expr inh: 18.2%; S2 tox: i; MCF10A rerep: -35.5%[inhibitor]; HepG2 viability: 6.7%; IL1B secr inh: i; HT1080 IDH1KD tx: 5.7%; KB-3-1 cytotox: 3.5%
O=C(NCCCN1CCCC1=O)c1ccc(OCc2ccccc2)cc1 across the screens: SW480 rerep: 1.3%; HT1080NT lethal: -0.2%; ATXN2 expr inh: 5.8%; S2 tox: i; MCF10A rerep: 5.5%; HepG2 viability: -21.8%; IL1B secr inh: -7.4; HT1080 IDH1KD tx: 5.2%; KB-3-1 cytotox: -11.7%

The list continues:
Each structure is followed by: SW480 rerep | HT1080NT lethal | ATXN2 expr inh | S2 tox | MCF10A rerep | HepG2 viability | IL1B secr inh | HT1080 IDH1KD tx | KB-3-1 cytotox
> CC(=O)NN1C(=O)c2ccccc2NC1c1ccoc1 (stereo unspecified)
 : -11.1% | -0.6% | . | i | 0.8% | 3.1% | -10.2 | -0.6% | 1.3%
> CCc1cccc(NC(=O)CCS(=O)(=O)c2ccc3c(c2)NC(=O)CO3)c1
 : -0.4% | 7.6% | -1.3% | i | -1.0% | 0.9% | 27.2 | 5.1% | -1.6%
> CCOc1cccc(/C(O)=C2/C(=O)C(=O)N(CCOC)C2c2ccc(C)o2)c1 (stereo unspecified)
 : -0.4% | 4.9% | 1.0% | i | -2.3% | -6.6% | 9.4 | 4.4% | 3.3%
> COc1ccccc1N1CCN(S(=O)(=O)c2cc3[nH]c(=O)c(=O)[nH]c3cc2C)CC1
 : -36.6%[inhibitor] | -0.8% | 4.3%&13.8% | i | 4.7% | -5.4%&21.0% | -0.7 | -4.8% | -0.3%&3.6%
> CCOC(=O)Cn1nc2sc3ccccc3n2c(=O)c1=O
 : ? | -5.7% | -11.3% | i | 3.0% | -2.5% | 19.6 | -5.7% | -4.6%
> CCCCC(=O)Nc1ccc2c(c1)nc(CCNC(=O)c1ccco1)n2C
 : -16.5% | 8.2% | 27.1% | i | -9.4% | 5.3% | 5.9 | 8.3% | 11.7%
> CCOC(=O)C1=C(CSc2nccn2C)NC(=O)NC1c1cc(C)ccc1C (stereo unspecified)
 : 1.0% | -1.0% | -10.0% | i | 1.6% | -51.0% | 2.0 | ? | 2.0%
> CCc1nn2cc(-c3ccccc3)nc2s1
 : 1.4% | -5.6% | ? | i | 3.9% | -44.8% | 29.5 | -24.6% | -8.4%
> Cc1cc(C)c(NC(=O)CSc2nc3c(c(=O)n2C)SC(C)C3)c(C)c1 (stereo unspecified)
 : -10.2% | 12.3% | -6.7% | i | 1.3% | -1.3% | -6.2 | 6.1% | -5.4%
> Cc1cccc(C(=O)NCc2ccc(S(N)(=O)=O)cc2)c1[N+](=O)[O-]
 : -7.1% | -1.9% | -0.9% | i | -3.9% | -0.9% | 12.4 | 0.0% | -1.7%
> N#CC1=C(N)OC2=C(C(=O)CCC2)[C@]12C(=O)N(CC(N)=O)c1ccccc12
 : -6.3% | 11.5% | 14.6% | i | -6.7% | 5.3% | -7.6 | 10.6% | 1.4%
> CCCCNc1c(-c2ccc(Sc3ccc(OC)cc3)cc2)nc2cc(C)ccn12
 : ? | ? | ? | ? | 23.1µM* | -18.2% | -12.7 | ? | ?

IL1B secr inh: entries above that show a hit.
compound	SW480 rerep	IL1B secr inh
CCCCCCn1c(=O)n2n(c1=O)C[C@]1(OC(=O)Nc3cccs3)CN(S(=O)(=O)c3ccc(C)cc3)C[C@]1(O)C2	.	-51.4*

Bioassay records (PubChem)
